14-3-3 PPI: modulators of human 14-3-3 gamma - Raf peptide interaction. FP, 14-3-3gamma / TMR-pS259-Raf peptide binding. inhibition, % at 40 µM. 160,000 compounds, 0.19% hits. P61981; in the data active = inhibition above about 30%;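 also: 0% = protein plus tracer without compound and 100% = blank with tracer alone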
Target sequence (P61981 whole entry, looked up): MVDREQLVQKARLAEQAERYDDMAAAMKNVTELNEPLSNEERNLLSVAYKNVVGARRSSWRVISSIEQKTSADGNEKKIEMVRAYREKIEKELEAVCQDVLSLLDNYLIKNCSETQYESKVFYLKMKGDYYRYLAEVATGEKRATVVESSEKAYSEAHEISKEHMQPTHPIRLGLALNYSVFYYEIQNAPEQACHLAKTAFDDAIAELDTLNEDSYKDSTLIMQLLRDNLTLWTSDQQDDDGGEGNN
* hit, by the source's call; & = joins results of further samples. This is a subset, so the mix of outcomes need not match the whole.

14-3-3 PPI | mol
-12 | COc1ccc(Cl)cc1C(=O)Nc1ccc(-c2nc3ccccc3[nH]2)cc1
-6 | Cc1ccc(C2/C(=C(\O)c3ccc(F)cc3)C(=O)C(=O)N2CCN2CCOCC2)cc1 (configuration not stated)
-2 | CCOc1ccc(-n2ccnc2SCC(=O)Nc2ccc([N+](=O)[O-])cc2)cc1
-7 | COc1ccc(OC)c(S(=O)(=O)N2CCCN(S(=O)(=O)c3cc(OC)ccc3OC)CC2)c1
-2 | Nc1nc(-c2ccc(Br)cc2)cs1
-7 | O=[N+]([O-])c1ccc(CSc2nsc(SCc3ccc([N+](=O)[O-])cc3)n2)cc1
-5 | CCc1ccc(CNC(=O)CNC(=O)c2cccs2)cc1
-4 | CC1CN(c2nc3c(c(=O)n(Cc4ccc(Cl)c(Cl)c4)c(=O)n3C)n2C)CC(C)O1 (configuration not stated)
-2 | COc1cc2c(cc1OC)C(C(=O)Nc1ccc(C(F)(F)F)cc1)C(c1ccccc1F)N(C)C2=O (configuration not stated)
1 | CC(C)Sc1ncnc2c1sc1nc(N3CCOCC3)c3c(c12)CC(C)(C)OC3
-96 | Cc1cc(O)c(C=Nc2ccc(O)c(-c3nc4ccccc4s3)c2)cc1C
5 | Cc1ccc(CN2CCN(CC(=O)N3CCC(C(N)=O)CC3)C2=O)cc1
1 | COc1ccc(CCNC(=O)CN2C(=O)c3ccccc3S2(=O)=O)cc1OC
1 | CCOC(=O)Cc1nnc(NC(=O)c2ccc([N+](=O)[O-])cc2)s1
-10 | Cc1ccc(Cn2ccc(NC(=O)c3cc(-c4ccccc4)on3)n2)cc1
3 | COc1cccc(-c2nnc(NC(=O)Nc3cccc(Cl)c3)s2)c1
5 | Cc1ccc2[nH]c(=O)c(CN(CCN3CCOCC3)C(=O)Nc3ccc(F)cc3)cc2c1
3 | COc1ccc(OC)c2[nH]c(=O)c(CCNC(=O)c3ccc(C)c([N+](=O)[O-])c3)cc12
-2 | COc1ccc(CCNC(=O)c2cnc3n(c2=O)CCS3)cc1OC
4 | Nc1nc(=O)n2c(n1)sc1ccccc12
-2 | CC(/C=C/c1ccccc1)=N/O
-6 | CCC(C)N(C)C(=O)c1cc2ccccc2c(-c2ccccc2Cl)n1 (configuration not stated)
-14 | CC12CC(NC(=S)N1c1ccc(F)cc1)c1ccccc1O2 (configuration not stated)
-2 | COc1cc2c(cc1OC)C(COc1ccc(F)cc1)N(C(=O)C1CC1)CC2 (configuration not stated)
1&-7 | COCCc1ccc(OCC(O)CNC(C)C)cc1 (configuration not stated)
4 | Nc1nnc(SCC(=O)N(c2ccccc2)c2ccccc2)s1
-3 | CCCCOc1ccc(C2C(N3C(=O)c4ccccc4C3=O)C(=O)N2c2ccc(Br)cc2)cc1 (configuration not stated)
-69 | CCN(CC)c1ccc(C=Nc2ccc(-c3cn4ccccc4n3)cc2)c(O)c1
-19 | O=C1c2ccccc2-c2n[nH]c(=O)c3ccc(Cl)c1c23
-14 | CCOC(=O)c1c(N=CC2C(=O)CC(C)(C)CC2=O)sc2c1CCCC2
-1 | COc1ccc(N2CCN(Cc3nc(N)nc(N4CCCc5ccccc54)n3)CC2)cc1
3 | CC1CCCCC1NC(=O)COC(=O)c1ccc(S(=O)(=O)N2CCOCC2)cc1 (configuration not stated)
-3 | CS(=O)(=O)N1CCC(C(=O)NCc2ccccc2Cl)CC1
-15 | O=S(=O)(c1ccc2c(c1)oc1ccccc12)N1CCOCC1
-65 | CCSCCOC(=O)C1=C(C)NC2=C(C(=O)CC(C)(C)C2)C1c1ccc(C)s1 (configuration not stated)
5 | CCCCc1ccc(NC(=O)C2CC(=O)N(c3ccc(CC)cc3)C2)cc1 (configuration not stated)
8 | Nc1ccc2nc(-c3cccnc3)[nH]c2c1
-11 | CCOc1ccc(C2C(C(C)=O)C(=O)CC(C)(O)C2C(C)=O)cc1 (configuration not stated)
-4 | CCn1c(SCC(=O)NCCc2ccc(F)cc2)nnc1-c1cccs1
-4 | O=C(NCc1ccco1)c1cnn2c(C(F)(F)F)cc(-c3ccco3)nc12
4 | CC(=O)NC(CCS(C)(=O)=O)C(=O)Nc1ncn[nH]1 (configuration not stated)
1 | O=c1c2ccccc2n(Cc2ccccc2F)c(=O)n1CCc1ccccc1
-8 | COc1cc(OC)c(NC(=O)CCNC(=O)Cn2cnc3ccccc3c2=O)cc1Cl
-5 | S=c1nc2ccccc2c2nc(CCc3c[nH]c4ccccc34)[nH]n12
-10 | Cn1cc(SCC(=O)N2CCCCCC2)c2ccccc21
-10 | CCOC(=O)c1c(NC(=O)CC)sc(C)c1C
-11 | CCOC(=O)c1c(NC(=O)c2ccc(Cl)cc2)sc2c1CCCC2O (configuration not stated)
-3 | Cn1cnnc1SCc1ccccc1Br
-5 | COCCNC(=O)C(c1ccco1)N(Cc1ccc(OC)cc1)C(=O)Cn1nnc2ccccc21 (configuration not stated)
-44 | CCc1cccc(NC(=O)Cn2ncc3c(=O)oc4ccccc4c32)c1
1 | CCOC(=O)CSc1nc2c(c(=O)n(C)c(=O)n2C)n1Cc1ccccc1F
-13 | O=C(Nc1c2c(nn1-c1ccc([N+](=O)[O-])cc1)CSC2)c1cccc(C(F)(F)F)c1
10 | COc1ccc(-n2c(=S)[nH]c3cc(C(=O)NCCCN4CCCC4=O)ccc3c2=O)c(OC)c1
0&0 | CC(C)Oc1snc(Cl)c1C(N)=O
-10 | NC(=O)CSc1nnc(Cn2c(=O)sc3ccccc32)n1-c1cccc(Cl)c1
-2 | CCCCCCC(=O)Nc1ncc(Cc2ccc(F)cc2)s1

The results go on:
14-3-3 PPI | mol
-2&2 | COc1ccc(S(=O)(=O)NC(CC(=O)NC2CCCC2)c2ccco2)cc1 (configuration not stated)
3 | O=c1c2cnn(-c3ccccc3)c2ncn1Cc1ccccc1F
-6 | CCOC(=O)c1c(NC(=O)CC2SC(=NC)N(C)C2=O)sc2c1CCCC2 (configuration not stated)
3 | C=CCn1c(Cc2c[nH]c3ccccc23)n[nH]c1=S
6 | Cc1nc(Cl)c(C(=O)NCc2ccccc2)c(C)c1[N+](=O)[O-]
-6 | COC(=O)c1c[nH]n2c(NC3CCCC3)c(-c3ccc(F)cc3)nc12
2 | Cc1ccc2c(c1)c1cccc3c1n2CCN3CCC#N
-1 | COc1cccc(C2c3c(oc4ccccc4c3=O)C(=O)N2c2ccccn2)c1 (configuration not stated)
2 | CC1CC(=O)N(c2ccc(NCCc3ccccn3)c([N+](=O)[O-])c2)C1=O (configuration not stated)
-5 | Cc1ccc(S(=O)(=O)N2CCC(C(=O)O)CC2)c2nsnc12
-4 | O=C(NCCCN1CCOCC1)c1ccc2c(c1)OCO2
-7&4 | CCOc1cccc(-c2cc(C(=O)O)c3cc(Br)ccc3n2)c1
-1 | CCOc1cccc(-c2nnc3sc(COc4ccccc4)nn23)c1
-2 | COc1ccc(S(=O)(=O)N2CCCN(CC(=O)Nc3cccc(OC)c3)CC2)cc1
-4 | COc1ccc(-c2cc(C(F)(F)F)n3ncc(C(=O)NCCCN4CCOCC4)c3n2)cc1
-5 | Clc1cccc(Cl)c1-c1nnc2ccc(N3CCOCC3)nn12

Reformatted tab-delimited: 2 of the compounds above.
Molecule	14-3-3 PPI
COc1ccc(S(=O)(=O)N2CCCN(CC(=O)Nc3cccc(OC)c3)CC2)cc1	-2
COc1ccc(-c2cc(C(F)(F)F)n3ncc(C(=O)NCCCN4CCOCC4)c3n2)cc1	-4

Later entries:
14-3-3 PPI | mol
-15 | CCOc1ccc(C2=Nn3c(nnc3-c3ccccc3O)SC2)cc1Cl
-2 | Cc1cc(C)n2nc(NCc3ccccc3)nc2n1
-19 | O=C1Nc2cc(C(=O)N3CCN(c4ccccc4)CC3)ccc2SC1N1CCCC1 (configuration not stated)
-4 | O=C(NC1CC1)c1cc(Sc2ccccc2Cl)nc2ccccc12
-6 | CC1=C(C(=O)OCc2ccccc2)C(c2cccc([N+](=O)[O-])c2)NC(=O)N1 (configuration not stated)
13 | CC(=O)c1cc2c(cc1NC(=O)C1CC=CCC1C(=O)O)OCO2 (configuration not stated)
-1 | Cc1cccc(C2CC(=O)Nc3cc4c(cc32)OCCO4)c1 (configuration not stated)
-5 | OCCN1CN=C(SCc2ccccc2)NC1
-41 | Cc1ccc(C(=O)Nc2ccc3oc(-c4ccccc4F)nc3c2)cc1C
-7 | Cn1c(SCc2nc3ccccc3[nH]2)nnc1-c1cnccn1
5 | CC(=O)N1N=C(c2ccc(Cl)cc2)OC12CCCC2
-9 | CCCOC(=O)COc1cc2oc(=O)c3c(c2cc1Cl)CCC3
-10 | Cc1cc(C)n(C(=O)COc2ccc(C(C)(C)C)cc2)n1
3 | COc1ccc(C2Nc3ccccc3C(=O)N2Cc2ccco2)cc1CN1C(=O)c2ccccc2C1=O (configuration not stated)
-3 | COc1ccc(-n2nc3cc(C)c(NC(=O)c4cccnc4Cl)cc3n2)cc1
-10 | CCC1=NN(C(=O)c2cccc(Cl)c2)C(O)(C(F)(F)F)C1 (configuration not stated)
0 | CCn1c(=S)sc2c(=O)n(-c3ccccc3)c(SCC(=O)NC3CCCCC3)nc21
6 | CCOc1ccc(NC(=O)N2CCN(CC)CC2)cc1
-4 | COc1ccccc1C1C=C(c2ccc(I)cc2)Nc2nnnn21 (configuration not stated)
-8 | O=C(Nc1ccccc1)c1cc(N2CCOCC2)nc2ccccc12
-197 | COc1ccc2c(c1)N(C)C(=Cc1cccc[n+]1C)S2
-7 | O=C(c1cc2ccccc2oc1=O)N1CCN(c2ccc(Cl)cc2)CC1
1 | COc1ccc(N2CCN(C(=O)c3ccc(NS(=O)(=O)c4ccc(F)cc4)cc3)CC2)cc1
-1&-4 | CCOC(=O)c1[nH]c2ccccc2c1NC(=O)CC(C)(C)C
3 | OCCCNC(c1ccccc1)c1ccc(O)cc1 (configuration not stated)
-5 | COc1ccc(C(=O)OCC(=O)NCc2ccco2)cc1OC
-13 | Cc1ccn2c(NC(=O)c3ccc([N+](=O)[O-])cc3)c(-c3ccc(F)cc3)nc2c1
-8 | COc1cc2c(C(=O)Nc3ccc(C(C)C)cc3)cn(C)c(=O)c2cc1OC
1 | CN(C)S(=O)(=O)n1cnc(-c2ccccc2)c1-c1ccccc1
-1 | N#CCSc1ncnc2sc3c(c12)CCC3
0 | CC1(C)CC2CC(C)(CN2C(=O)COC(=O)c2n[nH]c(=O)c3ccccc23)C1 (configuration not stated)
-37 | COC(=O)c1c(C)oc2ccc(N(C(=O)c3ccc(C)cc3)S(=O)(=O)c3cc(C)ccc3C)cc12

Arranged by length of the SMILES (highest first): part of the list above
14-3-3 PPI | mol
-37 | COC(=O)c1c(C)oc2ccc(N(C(=O)c3ccc(C)cc3)S(=O)(=O)c3cc(C)ccc3C)cc12
3 | COc1ccc(C2Nc3ccccc3C(=O)N2Cc2ccco2)cc1CN1C(=O)c2ccccc2C1=O (configuration not stated)
0 | CCn1c(=S)sc2c(=O)n(-c3ccccc3)c(SCC(=O)NC3CCCCC3)nc21
-8 | COc1cc2c(C(=O)Nc3ccc(C(C)C)cc3)cn(C)c(=O)c2cc1OC
-3 | COc1ccc(-n2nc3cc(C)c(NC(=O)c4cccnc4Cl)cc3n2)cc1
-7 | O=C(c1cc2ccccc2oc1=O)N1CCN(c2ccc(Cl)cc2)CC1
-10 | CCC1=NN(C(=O)c2cccc(Cl)c2)C(O)(C(F)(F)F)C1 (configuration not stated)
1 | CN(C)S(=O)(=O)n1cnc(-c2ccccc2)c1-c1ccccc1
-1&-4 | CCOC(=O)c1[nH]c2ccccc2c1NC(=O)CC(C)(C)C
-8 | O=C(Nc1ccccc1)c1cc(N2CCOCC2)nc2ccccc12
-4 | COc1ccccc1C1C=C(c2ccc(I)cc2)Nc2nnnn21 (configuration not stated)
-197 | COc1ccc2c(c1)N(C)C(=Cc1cccc[n+]1C)S2
-5 | COc1ccc(C(=O)OCC(=O)NCc2ccco2)cc1OC
6 | CCOc1ccc(NC(=O)N2CCN(CC)CC2)cc1
3 | OCCCNC(c1ccccc1)c1ccc(O)cc1 (configuration not stated)
-1 | N#CCSc1ncnc2sc3c(c12)CCC3

The list goes on.
14-3-3 PPI | mol
-8 | CCOC(=O)C(CC)Sc1ncnc2c1nnn2-c1ccc(F)cc1 (configuration not stated)
-3 | O=[N+]([O-])c1cc(C=Nc2ccc3oc(-c4ccccc4)nc3c2)ccc1Cl
4 | COc1cc(C(c2sc3nc(C)nn3c2O)N2CC(C)OC(C)C2)cc(OC)c1OC (configuration not stated)
-1 | O=C(O)c1ccc(-n2nnnc2SCc2ccccc2F)cc1
4 | CC(C)c1ccc(NC(=O)c2csnn2)cc1
-7&-8 | CCCCN1C(=O)CN(CCc2ccccc2)C(=O)C1c1ccc(OC)cc1 (configuration not stated)
-7 | O=C(CCNS(=O)(=O)c1cccs1)Nc1cccc(F)c1
-4 | CCOC(=O)c1ccc(N2CCCCCC2)c(NC(=O)Nc2ccc(CC)cc2)c1
0 | CC(C)c1cc(C(C)C)c(S(=O)(=O)NCCC(=O)O)c(C(C)C)c1
-6 | O=C(COc1ccccc1)N(Cc1ccco1)C1CCS(=O)(=O)C1 (configuration not stated)
-8 | CC(=O)OCC(=O)[C@@]12OC(C)(C)O[C@@H]1C[C@H]1[C@@H]3C[C@H](F)C4=CC(=O)C=C[C@]4(C)[C@@]3(F)[C@@H](O)C[C@@]12C
-3 | COCC(=O)NCCSc1c(-c2ccc(Cl)cc2)[nH]c2ccccc12
2 | CC(=O)c1c(C(C)=O)c(C)n(-c2nc(-c3cccs3)c(C)s2)c1C
-3 | CC(C)c1nc(NCC2CCCO2)c(C#N)c2c1COC(C)(C)C2 (configuration not stated)
1 | COCCNS(=O)(=O)c1ccc2c(c1)CCN2C(C)=O
-3 | O=C(CSc1nc2c([nH]c3ccccc32)c(=O)n1-c1cccc(Cl)c1)Nc1ccc(F)cc1
0 | Cc1ccc(NC(=O)C2CC(c3ccc(F)cc3)=NO2)cc1 (configuration not stated)
-3 | COc1ccccc1NS(=O)(=O)c1ccc2c(c1)CCN2C(=O)C1CCC1
-4 | Cc1nc(C)c(C(=O)C2=C(O)C(=O)N(CCN3CCOCC3)C2c2cccs2)s1 (configuration not stated)
11 | CCN(CC)S(=O)(=O)c1ccc(F)c(C(=O)Nc2ccc(Cl)cc2C(F)(F)F)c1
-1 | O=C1CSC(c2cn(-c3ccccc3)nc2-c2cc3ccccc3oc2=O)N1CC1CCCO1 (configuration not stated)
-10 | CCN1CCCC1CNC(=O)C1(O)c2ccccc2NC(=O)N1c1ccc(C)c(C)c1 (configuration not stated)
